RXFP1 antagonist – antagonists of human relaxin receptor RXFP1; 350,000 compounds, 0.59% hits; HEK293-RXFP1, relaxin-stimulated cAMP HTRF, 30 min; hits give low values; activity change, negative = inhibition, % at 57.5 µM; Q9HBX9;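 active means activity change of -60% or lower, but not beyond a set lower limit; inconclusive means change between -60% and -40%, or beyond the set limit; inactive means change above -40%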; further: on the % scale 0 is the no-effect control and ±100 the full control effect
APEX1 inh – APE1 (human) endonuclease inhibition; recombinant APE1, TAMRA/BHQ-2 abasic DNA cleavage fluorescence; Potency, µM (series often up to 65.8 µM), for the others: top-dose activity change, negative = inhibition, actives largely listed as inhibitors; P27695; 350,000 compounds, 0.35% hits;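 further: potency means the concentration at half of the fitted maximal effect; plate controls were vehicle for no effect and reference inhibitor for full effect; nearly all actives have a fitted effect of over 55% in size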
Target sequence (P27695 whole entry, looked up): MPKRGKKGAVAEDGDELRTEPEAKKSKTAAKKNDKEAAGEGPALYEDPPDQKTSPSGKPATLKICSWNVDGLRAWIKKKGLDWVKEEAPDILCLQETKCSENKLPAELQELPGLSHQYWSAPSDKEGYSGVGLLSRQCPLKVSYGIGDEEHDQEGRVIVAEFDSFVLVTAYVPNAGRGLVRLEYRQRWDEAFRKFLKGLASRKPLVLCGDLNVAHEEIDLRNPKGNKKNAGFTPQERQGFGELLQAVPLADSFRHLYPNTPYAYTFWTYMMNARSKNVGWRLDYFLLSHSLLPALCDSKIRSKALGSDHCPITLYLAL
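Enzyme (0.75 nM final) and test compound are incubated 15 min at room temperature before adding 50 nM quenched THF abasic-site duplex. Cleavage dequenches TAMRA, followed at 525/598 nm over three reads one minute apart.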
Anesthetic bind – binds horse apoferritin like a general anesthetic | P02791 | apoferritin/1-aminoanthracene competitive binding, fluorescence | Potency, µM (series often up to 77.5 µM), for the others: at the highest dose activity change, negative = displacement, most hits filed as inhibitors | 350,000 compounds, 0.074% hits; further: potency means the concentration at half of the fitted maximal effect; on the % scale 0 is the no-effect control and ±100 the full control effect; nearly all actives have a fitted effect of over 20% in size
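Apoferritin-based anesthetic binding model; compound displacement of fluorescent 1-AMA measured as endpoint fluorescence after 10 minutes at room temperature, scaled to free-ligand and complex controls.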
Pol kappa inh – DNA polymerase kappa (human) inhibition; Q9UBT6; purified Pol kappa, fluorescent DNA synthesis assay, 10 min; Potency, µM (top dose mostly 107 µM), inactives show at the highest dose activity, negative = inhibition, most hits filed as inhibitors; 400,000 compounds, 0.53% hits; further: potency means the concentration at half of the fitted maximal effect; on the % scale 0 is the no-effect control and ±100 the full control effect
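Activity was followed as the change in fluorescence between reads at 0 and 10 min after starting the reaction with 50 nM substrate. Beforehand, 10 nM polymerase had been preincubated with compound for 15 min at room temperature.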
POLB inh – inhibitors of human DNA polymerase beta | Pol beta primer extension/strand displacement, fluorescence kinetic | Potency, µM (series often up to 114 µM), for the others: at the top dose activity change, negative = inhibition, actives largely listed as inhibitors | 340,000 compounds, 1.3% hits | AID 485314; further: potency means the concentration at half of the fitted maximal effect; on the % scale 0 is the no-effect control and ±100 the full control effect
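Pol beta (10 nM) was preincubated with compound for 15 min at room temperature. The reaction was then started with 50 nM substrate and read immediately and after a further 10 min at room temperature.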
BLM inh – Bloom syndrome helicase (human) inhibition | P54132 | 350,000 compounds, 0.2% hits | recombinant BLM DNA unwinding, fluorescence dequenching | Potency, µM (titrated, usually from 56.1 µM), inactives show at the highest dose activity change, negative = inhibition, actives largely listed as inhibitors;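 further: potency means the concentration at half of the fitted maximal effect; plate controls were vehicle for no effect and no enzyme for full effect; nearly all actives have a fitted effect of over 35% in size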
POLI inh – DNA polymerase iota (human) inhibition; Potency, µM (top dose mostly 115 µM), for inactives: at the top dose activity, negative = inhibition, most hits filed as inhibitors; Pol iota fluorescent replication assay, 10 min; AID 588590; Q9UNA4; 390,000 compounds, 1% hits; further: potency means the concentration at half of the fitted maximal effect
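Fluorescent replication assay read twice, at 0 min and 10 min after adding 50 nM (final) substrate. Enzyme (10 nM) and compounds were first incubated 15 min at room temperature; enzyme-free buffer wells were negative controls.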
Pol eta inh – DNA polymerase eta (human) inhibition | Q9Y253 | recombinant Pol eta, fluorescent DNA replication assay | Potency, µM (series often up to 114 µM), without a hit: top-dose activity change, negative = inhibition, most hits filed as inhibitors | 390,000 compounds, 1.2% hits | AID 588591; further: potency means the concentration at half of the fitted maximal effect; on the % scale 0 is the no-effect control and ±100 the full control effect
Target sequence (Q9Y253 whole entry, looked up): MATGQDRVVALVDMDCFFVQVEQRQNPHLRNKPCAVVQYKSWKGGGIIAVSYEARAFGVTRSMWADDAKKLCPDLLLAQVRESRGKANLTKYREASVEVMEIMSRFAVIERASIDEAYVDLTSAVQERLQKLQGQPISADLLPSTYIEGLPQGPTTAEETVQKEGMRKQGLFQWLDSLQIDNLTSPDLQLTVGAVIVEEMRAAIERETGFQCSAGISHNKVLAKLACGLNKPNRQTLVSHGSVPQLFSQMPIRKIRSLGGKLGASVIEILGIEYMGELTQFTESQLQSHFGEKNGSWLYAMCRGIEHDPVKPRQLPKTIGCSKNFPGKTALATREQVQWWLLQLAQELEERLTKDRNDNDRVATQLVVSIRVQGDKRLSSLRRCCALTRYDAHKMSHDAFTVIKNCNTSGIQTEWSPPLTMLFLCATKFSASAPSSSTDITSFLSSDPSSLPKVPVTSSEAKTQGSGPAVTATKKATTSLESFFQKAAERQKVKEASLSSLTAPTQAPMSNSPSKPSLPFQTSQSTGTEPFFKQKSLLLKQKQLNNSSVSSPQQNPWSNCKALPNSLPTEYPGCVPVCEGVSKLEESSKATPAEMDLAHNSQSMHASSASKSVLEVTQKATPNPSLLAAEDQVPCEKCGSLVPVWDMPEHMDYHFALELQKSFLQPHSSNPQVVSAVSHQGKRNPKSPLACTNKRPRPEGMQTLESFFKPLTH
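Fluorescent replication assay: 50 nM final substrate added after a 15 min room-temperature compound preincubation with 10 nM enzyme. Signal taken at 0 min and again at 10 min.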
PGK inhibitor – T. brucei PGK inhibition. P07378. PGK/GAPDH coupled, Kinase-Glo luminescence, 60 min. Potency, µM (top dose mostly 57.5 µM), inactives show at the top dose activity change, negative = inhibition, most hits filed as inhibitors. 380,000 compounds, 0.043% hits; further: potency means the concentration at half of the fitted maximal effect; on the % scale 0 is the no-effect control and ±100 the full control effect; nearly all actives have a fitted effect of over 60% in size
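Luminescent ATP detection (Kinase-Glo Plus) follows a 60-minute room-temperature incubation, with wells lacking PGK as controls. Buffer: 100 mM TEA (pH 7.6), 5 mM MgCl2, 0.01% Tween-20. Coupling enzyme GAPDH (100 nM final) supplies unstable 1,3-BPG in-well.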
The depositor's hits bear a star; i = inactive; ? = inconclusive; · = no result given; [ ] = another dose, or the depositor's remark. Unless noted, the call rests on the fitted dose curve; in most records, active means well fitted curve in the direction sought with a large enough effect; inconclusive means small, poorly fitted or top-dose-only effect, or another doubt; inactive means no such curve, though single readings can be large; an effect the other way counts as inactive or inconclusive. The list is partial; the hit share may differ from the screen's.

SMILES	RXFP1 antagonist	APEX1 inh	Anesthetic bind	Pol kappa inh	POLB inh	BLM inh	POLI inh	Pol eta inh	PGK inhibitor
COc1ccc(/C=N/OCC(=O)N2CC3(C)CC2CC(C)(C)C3)cc1OC (stereo not given)	-22	2%	?	-3%	0%	1%	16%	-8%	2%
O=C(O)c1cccc(S(=O)(=O)Nc2ccccc2Cc2ccccc2)c1	-3	17%	-6%	-11%	21%	-3%	0%	5%	5%
NCC(c1ccccc1)(c1ccccc1)c1ccccc1	0	-2%	-10%	-15%	14%	2%	-3%	-15%	i
Cc1ccc(S(=O)(=O)N/N=C\c2ccc3c(c2)OCO3)c(C)c1	4	13%	-19%	-18%	-16%	-3%	45%[activator]	-19%	1%
COc1ccc2oc(=O)cc(CN3CCN(c4ccccc4OC)CC3)c2c1	-1	·	-10%	-25%	1%	-2%	-2%	5%	-12%
COc1cccc(C(=O)NNC(=O)c2ccc(NS(=O)(=O)c3cccs3)cc2)c1OC	6	1%	·	2%	·	·	6%	3%	-4%
Cc1cccc(NC(=O)CCC(=O)N/N=C/c2ccco2)c1C	-6	-18%	-23%	-3%	19%	-3%	23%	-14%	-4%
Cc1[nH]c2ccc(-c3n[nH]c(=S)n3C)cc2c1C	?	-6%	-11%	-9%	9%	-2%	9%	-8%	-6%
O=C(c1ccccc1)N1CCc2[nH]nc(-c3ccccc3)c2C1	0	8%	-7%	-9%	-15%	-1%	15%	-17%	-5%
CCCc1nn2c(=O)cc(COC(=O)c3ccc4c(c3)OCO4)nc2s1	·	·	7%	8%	12%	-5%	-17%	3%	-2%
CC(C)(C)n1nnnc1CN(Cc1ccc(F)cc1)Cc1ccco1	-29	-1%	-6%	-4%	3%	-4%	19%	-20%	0%
CC(=O)NC(c1ccc(Cl)cc1Cl)c1ccc2cccnc2c1O (stereo not given)	·	-6%	-21%	-10%	38%	-5%	21%	-8%	1%
Cc1n[nH]c(=S)n1/N=C/c1ccccc1	·	5%	3%	-1%	21%	-9%	16%	-13%	-9%
CC1CCc2cc(F)ccc2N1C(=O)c1ccc2c(c1)OCO2 (stereo not given)	8	0%	-18%	-13%	0%	-4%	7%	7%	-7%
CC(C)NC(=O)N(O)C1N(C(C)C)C(=O)N(Cc2ccc3c(c2)OCO3)C1(C)C (stereo not given)	16	-10%	0%	-7%	0%	-1%	128%[activator]	-10%	i
CCN1CCN(CC(O)COC(c2ccccc2)c2ccccc2)CC1 (stereo not given)	-1	0%	-7%	11%	14%	-4%	18%	-9%	-7%
O=C(COC(=O)c1ccccc1SCC(=O)N1CCCC1)NC1CCCCC1	5	3%	·	-4%	·	·	107%[activator]	-18%	2%
Cc1nc(NS(=O)(=O)c2cccs2)c2c3c(sc2n1)CCC3	1	?	-6%	3%	-19%	-4%	?	?	7%
COc1ccc(Cl)cc1NC(=O)CN(C)C(=O)c1cc2c(s1)CCCC2	-21	-20%	·	-20%	·	·	7%	-14%	-1%
O=C(O)CSc1nnc(Nc2ccccc2)n1-c1ccccc1	-2	-2%	-4%	2%	-1%	-2%	95%[activator]	-23%	3%
Cn1c(CO)cnc1S(=O)(=O)Cc1c(Cl)cccc1Cl	-4	38%[activator]	-4%	-12%	19%	-2%	8%	-16%	0%
CCN(CC(=O)Nc1c(F)cccc1F)C(=O)CN1c2cccc3cccc(c23)S1(=O)=O	11	22%	·	-5%	·	·	55%[activator]	-12%	-11%
O=C(O)C(CCC(C(=O)O)c1ccccc1)c1ccccc1 (stereo not given)	5	·	·	-14%	·	·	83%[activator]	-11%	-6%
CCC(CC)C(=O)Nc1cc(=O)n(C)c(=O)n1C	·	?	-3%	9%	1%	2%	-4%	-5%	-3%
COc1ccc(Cl)cc1NC(=O)C/C(C)=N/NC(=O)COc1ccc(C)cc1	-10	19%	-17%	-10%	6%	-7%	91%[activator]	-19%	-1%
COc1ccc(CCCc2nnc(SCc3nc4ccccc4c(=O)[nH]3)n2C)cc1	-16	-4%	-10%	-6%	18%	4%	61%[activator]	-2%	i
CCn1cc(C(=O)NCc2cccc(F)c2)c(=O)c2cc(F)c(N3CCN(C(=O)c4ccco4)CC3)cc21	-12	12%	-17%	-7%	-1%	-4%	4%	-1%	i
COc1ccccc1NC(=S)N1CCN(c2ncccn2)CC1	-6	4%	-4%	-7%	55%	-5%	77%[activator]	-1%	8%
NC(=O)C1(N2CCCCC2)CCN(C(=O)c2ccc(C#CC3(O)CCCCC3)cc2)CC1	-5	0%	-18%	-4%	1%	-2%	22%	-18%	-2%
Cc1ccc(CSc2nnnn2C)cc1	-1	-5%	?	-8%	10%	0%	7%	-16%	i
Cc1ccc(OCc2cc(C(=O)N(C)CCc3ccccn3)no2)cc1C	-6	42%	?	-4%	9%	-7%	30%	-6%	-10%
COc1ccc(OC)c(NC(=O)C2CC(C)=C(C)CC2C(=O)O)c1 (stereo not given)	-7	-2%	-18%	-16%	14%	0%	29%	2%	-8%
CCc1ccc(NC(=O)NCCc2c(C)nn(C)c2C)cc1	·	·	-15%	-2%[60.1 µM]	-1%	1%	-1%	-12%	-9%
COc1ccc(CC2(C)OC(c3ccccc3)=NN2C(C)=O)cc1 (stereo not given)	-2	9%	-8%	-8%	14%	-2%	-9%	-12%	-10%
COC(=O)/C(C#N)=C/c1c(-c2ccccc2)nc2n1CCS2	14	-5%	-10%	0%	5%	-3%	-18%	-4%	-4%
COc1ccc(NS(=O)(=O)c2ccc(C)c(C(=O)NNC(=O)c3ccccc3O)c2)cc1	-8	-8%	·	1%	·	·	26%	-4%	-7%
Nc1nnc(SCc2ccccc2Cl)s1	-4	0%	11µM*	-7%	23%	-5%	17%	-4%	5%
CCCCOC(=O)C(C)c1c(C)[nH]c(=S)[nH]c1=O (stereo not given)	-13	-2%	-6%	5%	16%	-3%	8%	-2%	8%
CCC(C)(C)NC(=O)C(c1ccco1)N(C(=O)Cn1nnc2ccccc21)c1ccc2c(c1)OCO2 (stereo not given)	-3	-7%	5%	0%	8%	-2%	11%	-13%	0%
Cc1cccc(NC(=O)CSc2nnc(CNC(=O)c3c(F)cccc3Cl)o2)c1C	-12	·	-14%	1%	1%	-1%	-11%	-16%	-2%
COc1ccccc1-n1cnnc1SCC(=O)Nc1cccc(S(N)(=O)=O)c1	-4	77%[activator]	-3%	5%	-24%	-6%	33%[activator]	-16%	i
COc1ccc(NC(=O)NCCN2CCc3ccccc3C2)cc1	-8	-2%	-2%	-2%	?	2%	9%	-22%	i
O=C1C=CC(=O)N1c1ccc2c(c1)C(NC(=O)C(F)(F)F)c1ccccc1-2 (stereo not given)	-97*	·	·	-14%	·	·	22%	-2%	-4%
CSCCC(N)C(=O)NC(CC(C)C)C(=O)NC(Cc1ccccc1)C(=O)O (stereo not given)	·	-1%	5%	-11%[60.1 µM]	·	5%	·	·	·
CCOC(=O)c1ccccc1NC(=O)COC(=O)CCC(=O)N1CCOCC1	-2	8%	-3%	-3%	54%	-6%	-1%	-4%	-8%
Cc1ccc(N(C)S(=O)(=O)c2cccc(C(=O)N(C)Cc3cnn(-c4ccccc4)c3)c2)cc1	2	3%	·	-16%	·	·	11%	?	-2%
COc1ccc(CN2CC(=O)N(c3ccc(Cl)cc3)C2=S)cc1OC	-6	-18%	-6%	-9%	1%	-6%	-3%	-7%	-1%
O=C(NNC(=O)c1ccc([N+](=O)[O-])cc1)c1ccc(F)cc1	-11	·	·	-3%	·	·	22%	-14%	8%
Cc1cc(SCC(=O)N/N=C/c2ccccc2C(=O)O)c(C)cc1Br	-25	51%[activator]	-2%	-21%	1%	-5%	-7%	4%	-2%
CCN1CCN(C(CNS(=O)(=O)c2ccc(Br)cc2)c2cccnc2)CC1 (stereo not given)	-6	17%	-5%	-16%	12%	2%	33%[activator]	-23%	5%
CCOc1ccc(NC(=O)C2CCCN2C(=O)NC2CCCCC2)cc1 (stereo not given)	16	26%	-5%	0%	13%	-2%	129%[activator]	-20%	-4%
O=C(N/N=C/c1ccc(Cl)cc1Cl)c1cccc(F)c1	-17	-5%	-19%	-13%	-2%	-2%	1%	1%	-9%
CCOc1ccc(CN2C(=O)c3ccccc3Sc3ccc(C(=O)O)cc32)cc1	4	·	1%	-8%[60.1 µM]	1%	-5%	-4%	-4%	2%
C=CCSc1nc2c(c(=O)[nH]c(=O)n2C)n1CC	3	20%	5%	-5%	4%	5%	12%	1%	-3%
Cc1c(NC(=O)c2ccc3c(c2)OCO3)cccc1-c1nc2ccccc2o1	4	-1%	-17%	-14%	2%	-7%	?	11%	1%
Fc1ccc(-c2nn(-c3ccccc3)cc2CNCc2ccccc2)cc1	?	-6%	3%	-2%	-25%	-5%	48%[activator]	-20%	i
Cc1cccc(NC(=O)c2nnn(-c3cccc(C(F)(F)F)c3)c2N)c1	-18	2%	-6%	-13%	7%	1%	141%[activator]	-16%	-8%
CNS(=O)(=O)c1cccc2nsnc12	-2	4%	0%	-3%	-2%	1%	22%	-18%	i

Structures shown so far containing two or more sulfur atoms (5):
SMILES	RXFP1 antagonist	APEX1 inh	Anesthetic bind	Pol kappa inh	POLB inh	BLM inh	POLI inh	Pol eta inh	PGK inhibitor
COc1cccc(C(=O)NNC(=O)c2ccc(NS(=O)(=O)c3cccs3)cc2)c1OC	6	1%	·	2%	·	·	6%	3%	-4%
Cc1nc(NS(=O)(=O)c2cccs2)c2c3c(sc2n1)CCC3	1	?	-6%	3%	-19%	-4%	?	?	7%
Nc1nnc(SCc2ccccc2Cl)s1	-4	0%	11µM*	-7%	23%	-5%	17%	-4%	5%
COc1ccccc1-n1cnnc1SCC(=O)Nc1cccc(S(N)(=O)=O)c1	-4	77%[activator]	-3%	5%	-24%	-6%	33%[activator]	-16%	i
CNS(=O)(=O)c1cccc2nsnc12	-2	4%	0%	-3%	-2%	1%	22%	-18%	i

From PubChem BioAssay
